LEDGF integ inh = blocks HIV-1 LEDGF/p75-dependent DNA integration | TR-FRET IN-LEDGF/p75 DNA integration, Eu/Cy5 | inhibition, % at 3.7 µM | actives 0.64% (n = 370,000) | AID 743269;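 active = inhibition above the screen-wide mean plus 3 SD, cut at about 13% in these data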;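 note: signal is the Cy5 over europium emission ratio at 671 and 618 nm; 0% = plate median of compound wells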
SIAE inh = human SIAE inhibition, primary screen; Q9HAT2; SIAE FP-Rh probe binding, fluorescence polarization; actives 0.69% (n = 370,000); inhibition, % at 9.66 µM;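 active = inhibition above a cutoff: mean of compounds within the control limits plus 3 SD of those, cut at about 17% in these data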;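 note: 0% = plate median of compound wells and 100% = probe without SIAE protein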
DDE Tn7 FP inh = inhibitors of Tn7 peptide binding to human fibrin DD(E); actives 0.13% (n = 370,000); FP displacement of FITC-Tn7 peptide from fibrin DD(E); 0% = median of compound wells per plate; inhibition, % at 8.3 µM;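 active = inhibition above the mean of compounds falling within the control limits plus 3 SD of them, cut at about 14% in these data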;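 note: 0% = plate median of compound wells and 100% = 10 µM Aha-Tn7 peptide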
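Assay system: Fibrin-DD(E) protein isolated from polymerized human fibrin clots; read-out basis: percent inhibition; medium: Tris/NaCl/CaCl2 buffer, pH 7.8; signal: FP measurement; incubation: 10 min plus 3 h, room temperature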
HTRA1 inh = blocks human HTRA1 serine peptidase; recombinant HTRA1, FP-rhodamine activity-based probe, fluorescence polarization; inhibition, % at 5.96 µM; actives 0.5% (n = 340,000); AID 504803; in the data active = inhibition above about 36%;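 note: 0% = enzyme with DMSO and 100% = wells lacking enzyme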
TDP2 inh = blocks human TDP2 phosphodiesterase activity; actives 0.34% (n = 370,000); inhibition, % at 12.8 µM; AID 720702; recombinant TDP2, T5PNP hydrolysis, p-nitrophenol absorbance 415 nm; O95551;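 active = inhibition above the mean of all tested compounds plus 3 SD, set per campaign, cut at about 25% in these data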;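 note: 0% = DMSO with enzyme and 100% = buffer with substrate but no TDP2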
Target sequence (O95551 whole entry, looked up): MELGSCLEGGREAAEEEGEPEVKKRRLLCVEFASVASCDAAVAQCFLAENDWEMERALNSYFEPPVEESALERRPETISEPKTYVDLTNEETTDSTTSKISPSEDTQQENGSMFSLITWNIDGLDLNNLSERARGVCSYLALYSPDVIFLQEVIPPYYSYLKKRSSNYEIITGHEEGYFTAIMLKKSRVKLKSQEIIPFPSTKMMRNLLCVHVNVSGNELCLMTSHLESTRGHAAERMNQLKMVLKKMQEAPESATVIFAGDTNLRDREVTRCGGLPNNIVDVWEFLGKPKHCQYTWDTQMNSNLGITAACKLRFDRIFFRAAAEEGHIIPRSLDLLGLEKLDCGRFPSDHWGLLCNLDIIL
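Read-out basis: percent inhibition. System: recombinant human TDP2. Buffer or medium: Mg2+-containing Tris-HCl buffer, pH 7.5. Repeats: single replicate. Timing: reaction 2 h, 37 °C. Benchmarks: high control without enzyme, low control DMSO plus TDP2. Probe or stimulus: 5 mM T5PNP. Doses: 12.8 µM only. Measured by: epi absorbance of p-nitrophenol freed from T5PNP by hydrolysis.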
PRMT1 FP inh = blocks human protein arginine methyltransferase 1. Q99873. recombinant PRMT1, activity-based probe fluorescence polarization. inhibition, % at 2.79 µM. actives 1.3% (n = 370,000);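 active = inhibition above about 21% made by adding two undisclosed values, limit read from the data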
mABHD4 FP = inhibits mouse alpha/beta hydrolase domain 4; Q8VD66; actives 0.54% (n = 370,000); purified mABHD4, FP-Rh probe fluorescence polarization; AID 720543; inhibition, % at 8.92 µM;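 active = inhibition exceeding the mean over every tested compound plus 3 SD, cut at about 30% in these data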;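 note: 0% = plate median of compound wells and 100% = S159A mutant with DMSO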
Target sequence (Q8VD66 whole entry, looked up, the tested form may be a part): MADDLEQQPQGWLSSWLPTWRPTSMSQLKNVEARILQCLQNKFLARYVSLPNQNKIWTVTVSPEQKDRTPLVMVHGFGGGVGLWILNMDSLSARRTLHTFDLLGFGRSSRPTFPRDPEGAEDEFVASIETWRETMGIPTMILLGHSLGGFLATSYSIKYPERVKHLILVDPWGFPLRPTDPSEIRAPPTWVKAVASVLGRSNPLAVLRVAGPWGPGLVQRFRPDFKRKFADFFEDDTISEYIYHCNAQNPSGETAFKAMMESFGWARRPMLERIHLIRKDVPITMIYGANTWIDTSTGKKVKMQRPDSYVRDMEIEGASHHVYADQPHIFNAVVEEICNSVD
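Test system: mouse ABHD4 enzyme, wild type. Reagent: FP-Rh fluorescent activity-based probe, added after compound pre-incubation. Timing: pre-incubation 45 min, probe exposure 60 min, at 25 °C. Technique: FP readout, ex 525 nm / em 598 nm. Benchmarks: high control S159A mutant with DMSO, low control median of compound wells.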
TCR-CD3 inh = inhibitors of human TCR-CD3 interaction. TAMRA-labeled TCR probe fluorescence, biochemical. inhibition, % at 9.4 µM. actives 0.37% (n = 360,000); in the data active = inhibition above about 19%;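 note: recombinant mutant TCR 2C K166C tagged with TAMRA read by polarization; 0% = receptor in buffer alone and 100% = receptor with positive control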
UHRF1 binding = human UHRF1 methylated DNA binding inhibitors. UHRF1 binding to methylated oligo, TR-FRET. inhibition, % at 4.4 µM. Q96T88. actives 0.75% (n = 370,000); in the data active = inhibition above about 21%;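 note: UHRF1 SRA domain binding a hemimethylated CpG hairpin DNA probe; 0% = median of test compound wells and 100% = reference inhibitor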
PG9 Ab binder = PG9 antibody binding by small molecule; TR-FRET gp120-PG9 antibody binding; inhibition, % at 6.7 µM; actives 0.43% (n = 360,000); AID 624416; in the data active = inhibition above about 8.5%
* marks the source's active call; other numbers are inactive results; x = no result given. The list is partial (hit frequency here may not be typical).

1) CC1SC2(CN3CCC2CC3)NC1=O (stereo unspecified)
2) Cc1ccc(/C=C2\C(=O)NC(=S)N(c3ccc(F)cc3)C2=O)s1
3) COc1ccc2c(CN3CC=C(c4ccccc4)CC3)cc(=O)oc2c1
4) O=C1C2CCN(CC2)[C@@H]1Cc1ccc2ccccc2c1O
5) COC(=O)C1=C(c2ccc(OC(F)(F)F)cc2)C[C@@H]2CC[C@H]1N2C(=O)NCCc1ccccc1
6) CC1OC(OC2C(O)CC(OC3C(O)CC(OC4CCC5(C)C(CCC6C5CCC5(C)C(C7=CC(=O)OC7)C(O)CC65O)C4)OC3C)OC2C)CC(O)C1O (stereo unspecified)
7) C=CC1CN2CCC1CC2C(O)c1ccnc2ccccc12 (stereo unspecified)
8) CN1CCN(C(=O)COc2ccc(S(=O)(=O)NC3CCCCC3)cc2Cl)CC1
compound no.,1,2,3,4,5,6,7,8
LEDGF integ inh,-1,3,-1,0,-3,6,-2,-3
SIAE inh,4,-33,-3,9,-1,-2,4,-1
DDE Tn7 FP inh,-7,3,-1,2,-2,-7,-5,-4
HTRA1 inh,3,-20,-14,2,-16,3,5,5
TDP2 inh,8,12,3,-1,1,10,-6,1
PRMT1 FP inh,-2,11,-1,4,-1,0,-1,5
mABHD4 FP,6,-8,-3,-5,14,2,2,2
TCR-CD3 inh,3,-27,2,3,4,1,-1,0
UHRF1 binding,-1,0,-1,0,-3,0,-1,3
PG9 Ab binder,0.3,-0.3,-0.1,0.2,-0.5,0.0,1.4,-1.4

Profiles from above.
Record of CC1OC(OC2C(O)CC(OC3C(O)CC(OC4CCC5(C)C(CCC6C5CCC5(C)C(C7=CC(=O)OC7)C(O)CC65O)C4)OC3C)OC2C)CC(O)C1O (stereo unspecified) = LEDGF integ inh = 6; SIAE inh = -2; DDE Tn7 FP inh = -7; HTRA1 inh = 3; TDP2 inh = 10; PRMT1 FP inh = 0; mABHD4 FP = 2; TCR-CD3 inh = 1; UHRF1 binding = 0; PG9 Ab binder = 0.0
Record of CC1SC2(CN3CCC2CC3)NC1=O (stereo unspecified) = LEDGF integ inh = -1; SIAE inh = 4; DDE Tn7 FP inh = -7; HTRA1 inh = 3; TDP2 inh = 8; PRMT1 FP inh = -2; mABHD4 FP = 6; TCR-CD3 inh = 3; UHRF1 binding = -1; PG9 Ab binder = 0.3

Other structures.
9) COC(=O)[C@]12OC[C@]34C([C@@H](O)[C@@H]1O)[C@]1(C)CC(=O)C(O)=C(C)[C@@H]1C[C@H]3OC(=O)[C@H](O)[C@@H]24 (stereo partly specified)
10) Cc1ncoc1C(=O)NCC1=C(c2ccc3ccccc3c2)C[C@@H]2CC[C@H]1N2Cc1ccco1
11) C=C(C)CSc1nnc([C@@H](N)Cc2ccccc2)o1
12) COc1ccc(-n2c(-c3ccccc3)nc3ccccc3c2=O)cc1
13) COC(=O)C1=C(c2ccccc2OCc2ccccc2)C[C@@H]2CC[C@H]1N2C(=O)NCCc1ccc(F)cc1
14) O=[N+]([O-])c1c(Cl)c(Cl)c(Cl)c(Cl)c1Cl
15) CCSc1nnc([C@@H](N)Cc2ccccc2)o1
16) CC1CCCN(C(=O)CCl)C1 (stereo unspecified)
compound no.,9,10,11,12,13,14,15,16
LEDGF integ inh,0,-12,-4,6,1,1,1,71*
SIAE inh,3,6,2,-6,0,-2,3,9
DDE Tn7 FP inh,2,5,1,-3,-7,6,-3,-7
HTRA1 inh,9,-1,3,-4,-44,-1,-2,7
TDP2 inh,4,5,-7,-13,-13,3,-8,7
PRMT1 FP inh,3,-1,0,-3,-2,-1,-1,-2
mABHD4 FP,6,-3,2,-11,-19,8,-1,-2
TCR-CD3 inh,-2,2,9,0,6,-5,2,7
UHRF1 binding,9,-5,0,5,2,1,0,-1
PG9 Ab binder,-0.6,-0.9,0.6,0.2,0.0,-0.8,0.7,-2.3

17) N#Cc1ccc(NC(=O)CN2C(=O)NC3(CCCC3)C2=O)cc1Cl
18) CCOC(=O)/C(CCCN(CC)CC)=N\O
19) O=C(NC1CN2CCC1CC2)c1ccc(-c2ccc([N+](=O)[O-])cc2)o1 (stereo unspecified)
20) C[C@]1(O)CC[C@H]2[C@@H]3CCC4=CC(=O)CC[C@]4(C)[C@@]3(F)[C@@H](O)C[C@@]21C
21) COc1ccc(C(=O)O)cc1OC
22) O=c1[nH]c2ccccc2n1C1CCN(C(c2ccccc2OC(F)(F)F)c2nnnn2-c2ccc3c(c2)OCCO3)CC1 (stereo unspecified)
23) CC(Cc1ccc(O)cc1)NCC(O)c1ccc(O)c(O)c1 (stereo unspecified)
24) CCN(CC)C(=O)COc1cc(C)cc2oc(=O)c3c(c12)CCCC3
compound no.,17,18,19,20,21,22,23,24
LEDGF integ inh,-1,-5,4,2,-2,-3,35*,-4
SIAE inh,0,7,15,16,-2,-10,9,3
DDE Tn7 FP inh,-4,-4,1,4,-3,0,-3,-2
HTRA1 inh,-8,7,1,5,6,x,54*,-1
TDP2 inh,12,-3,-9,-2,3,2,-5,-1
PRMT1 FP inh,3,3,19,-4,4,3,25*,1
mABHD4 FP,-1,3,5,-2,2,-23,53*,1
TCR-CD3 inh,7,-5,-4,7,-3,-1,8,1
UHRF1 binding,-2,1,-4,-1,2,1,0,0
PG9 Ab binder,-1.3,1.1,0.6,-0.6,-0.8,-2.3,-4.3,1.9

3 entries from above, set out differently:
24: CCN(CC)C(=O)COc1cc(C)cc2oc(=O)c3c(c12)CCCC3
- LEDGF integ inh = -4
- SIAE inh = 3
- DDE Tn7 FP inh = -2
- HTRA1 inh = -1
- TDP2 inh = -1
- PRMT1 FP inh = 1
- mABHD4 FP = 1
- TCR-CD3 inh = 1
- UHRF1 binding = 0
- PG9 Ab binder = 1.9

18: CCOC(=O)/C(CCCN(CC)CC)=N\O
- LEDGF integ inh = -5
- SIAE inh = 7
- DDE Tn7 FP inh = -4
- HTRA1 inh = 7
- TDP2 inh = -3
- PRMT1 FP inh = 3
- mABHD4 FP = 3
- TCR-CD3 inh = -5
- UHRF1 binding = 1
- PG9 Ab binder = 1.1

20: C[C@]1(O)CC[C@H]2[C@@H]3CCC4=CC(=O)CC[C@]4(C)[C@@]3(F)[C@@H](O)C[C@@]21C
- LEDGF integ inh = 2
- SIAE inh = 16
- DDE Tn7 FP inh = 4
- HTRA1 inh = 5
- TDP2 inh = -2
- PRMT1 FP inh = -4
- mABHD4 FP = -2
- TCR-CD3 inh = 7
- UHRF1 binding = -1
- PG9 Ab binder = -0.6

(cont.)
25) O=C(NC1CN2CCC1CC2)c1ccc(Cl)cc1 (stereo unspecified)
26) O=C(COc1ccc2ccccc2c1)N1CCN(Cc2c[nH]c3ccccc23)CC1
27) Cc1cc(Cl)ccc1OCC(=O)O
28) N#CSCC(=O)N1c2ccccc2CCc2ccccc21
29) Cc1cc2c(C(F)(F)F)cc(=O)oc2c2c1NCCC2
30) CC/C(=N\NC(=O)c1ccccc1O)c1c(O)n(Cc2ccccc2)c(=O)[nH]c1=O
31) Cc1ccc(OC(=O)N(C)C[C@@H]2OCc3cnnn3CCCC(=O)N([C@@H](C)CO)C[C@@H]2C)cc1
32) COc1ccc(NP(=O)(Oc2ccc(Cl)cc2)Oc2ccc(Cl)cc2)cc1OC
compound no.,25,26,27,28,29,30,31,32
LEDGF integ inh,0,4,4,4,3,-1,-1,-1
SIAE inh,1,-2,3,1,5,0,4,-1
DDE Tn7 FP inh,-5,-7,-1,-1,5,-2,10,5
HTRA1 inh,x,-3,5,-1,-1,21,1,-43
TDP2 inh,12,-8,-2,1,8,-12,4,-5
PRMT1 FP inh,-4,5,0,58*,38*,15,3,0
mABHD4 FP,-3,10,-1,0,15,22,-2,-10
TCR-CD3 inh,1,-8,1,1,-4,29*,-4,-1
UHRF1 binding,1,5,1,-6,0,2,1,0
PG9 Ab binder,0.8,-0.1,-1.0,-1.8,3.1,-2.5,-2.5,-1.0

33) CN1CCN(Cc2ccccc2C(F)(F)F)CC1
34) Cc1cccnc1-n1c(C)nc2ccccc2c1=O
35) CCOCN(C(=O)CCl)c1c(C)cccc1CC
36) C/C=C1/C[N+]2(C)CCC34C(=C(C=O)[C@H]1C[C@@H]32)Nc1ccccc14 (stereo partly specified)
37) CS(=O)(=O)c1ccc(C2=C(CNC(=O)c3nccs3)[C@H]3CC[C@@H](C2)N3Cc2ccco2)cc1
38) Nc1c(C(=O)NCCCc2ccccc2)c2nc3ccccc3nc2n1Cc1cccs1
39) NC1C2CN3CCN(C2)CC1(c1ccccc1)C3 (stereo unspecified)
40) COc1ccc(N2CC2c2ccncc2)cc1 (stereo unspecified)
compound no.,33,34,35,36,37,38,39,40
LEDGF integ inh,5,2,2,0,2,26*,0,4
SIAE inh,-3,-2,-4,4,0,4,-3,14
DDE Tn7 FP inh,4,4,-4,-9,3,1,3,-2
HTRA1 inh,2,0,8,4,-2,-7,0,2
TDP2 inh,-2,4,21,-12,3,60*,14,-1
PRMT1 FP inh,8,1,-3,-6,-4,1,-1,-2
mABHD4 FP,-7,-3,7,-2,1,-9,-7,0
TCR-CD3 inh,-5,-4,2,5,1,-7,4,3
UHRF1 binding,9,5,-3,12,14,10,5,-4
PG9 Ab binder,1.9,-0.9,-0.7,-0.6,-1.1,-2.1,-0.3,-0.9

As entered above:
cpd 36 | PG9 Ab binder: -0.6
cpd 34 | PG9 Ab binder: -0.9

(further entries)
41) O=C(O)C1Cc2ccccc2N2CCCC12 (stereo unspecified)
42) NC(=O)Nc1cccc(C(F)(F)F)c1
43) COc1ccc(CC(=O)N2CCN(C)CC2)cc1OC
44) CN1CC[C@@H]2CN[C@H](c3ccccc3Br)C[C@@H]21
45) CCOC(=O)c1ccccc1NC(=O)c1c(O)[nH]c(=S)[nH]c1=O
46) Nc1ccc2ccc3cccc[n+]3c2c1
compound no.,41,42,43,44,45,46
LEDGF integ inh,0,-5,1,1,-1,-3
SIAE inh,4,-2,6,7,-2,1
DDE Tn7 FP inh,-6,4,-1,-5,-2,70*
HTRA1 inh,18,2,5,x,-8,13
TDP2 inh,4,-3,-3,2,1,-10
PRMT1 FP inh,12,1,1,-1,1,175*
mABHD4 FP,17,-3,1,7,3,6
TCR-CD3 inh,3,5,2,7,5,4
UHRF1 binding,0,-1,-2,3,-1,-299
PG9 Ab binder,-0.3,0.3,-1.5,-2.5,-1.4,2.0

Screens from PubChem BioAssay.
